Lipid storage S3: qHTS Assay for Lipid Storage Modulators in Drosophila S3 Cells; AID 2685; 320,000 compounds, 0.64% hits; Drosophila S3 cells, BODIPY lipid droplet fluorescence, 18-24 h; cells fed with added oleic acid; Potency in µM for hits, for the others lipid storage change, negative = inhibition, % at the top dose, mostly 46.1 µM; active means well fitted inhibition curve with a large enough effect in the signal ratio, with a control signal flat, not every such curve was filed as active; inconclusive means small, poorly fitted or top-dose-only effect, or effect the other way, or a change in a side signal; the % refers to the signal ratio
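Drosophila S3 cells got compounds at several concentrations plus oleic acid (400 uM solution). Laser-scanning cytometry with 488 nm excitation read lipid droplets at 500-530 nm and cells at 575-640 nm. Percent activity was relative to 20 uM Triacsin C.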
Lipid storage S3 cell count max: recorded beside Lipid storage S3, whose call it bears; cell number change, %; measured here: cell count max response;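 cells counted by Cell Tracker Red CMTPX staining in the red channel; peak over a dose series mostly up to 46.1 µM; percent activity relative to internal control wells on each plate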
Active calls of the source: *; i = inactive; ? = inconclusive; · = not tested or not shown; [ ] = dose if it differs, or a comment. On the % scale 0 is the no-effect control and ±100 the full control effect; potency means the concentration at half of the fitted maximal effect. Some of the compounds tested (hit frequency here may not be typical).

A first look (2 entries):
SMILES	Lipid storage S3	Lipid storage S3 cell count max
CCCC1Cc2c(sc(NC(=S)NC(=O)c3ccccc3)c2C#N)CO1 (stereo unspecified)	9%	8
Cc1ccc(C)c(S(=O)(=O)N2CCCOC2CNC(=O)C(=O)NC2CC2)c1 (stereo unspecified)	?	·

Main list (from the top)
SMILES	Lipid storage S3	Lipid storage S3 cell count max
CCCC1Cc2c(sc(NC(=S)NC(=O)c3ccccc3)c2C#N)CO1 (stereo unspecified)	9%	8
Cc1ccc(C)c(S(=O)(=O)N2CCCOC2CNC(=O)C(=O)NC2CC2)c1 (stereo unspecified)	?	·
CCc1ccccc1NC(=O)CSc1nnc([C@@H]2CCCN2C(=O)OC(C)(C)C)o1	?	·
CC(=O)N1c2ccccc2NC2=C(C(=O)CC(C)(C)C2)C1c1cccn1C (stereo unspecified)	2%	12
COc1ccc(CNC(=O)COC(=O)Cc2ccc(Cl)cc2Cl)cc1	-15%	-4
CC(C)(C)c1ccc(C(=O)NNc2cc(N3CCOCC3)nc(N3CCOCC3)n2)cc1	?	·
NC(=O)C1CCCN(Cc2c(C(=O)N3CCc4ccccc4C3)nc3ccc(Cl)cn23)C1 (stereo unspecified)	0%	·
O=C1NC(c2ccccn2)Nc2sc3c(c21)CCC3 (stereo unspecified)	10%	-7
CCOc1ccccc1CNS(=O)(=O)c1ccc2c(c1)oc(=O)n2C	?	·
CCc1nnc(NC(=O)c2cccc(NC(=O)C(C)C)c2)s1	?	·
CS(=O)(=O)c1ccc(Cl)c(NC(=O)CCNC(=O)c2ccco2)c1	-22%	0
O=C(CSc1nnc2ccc(-c3ccc(F)cc3)nn12)N1CCCC1	?	·
CCCC(=O)Nc1ccc(-c2nc3cc(C)c(C)cc3o2)c(O)c1	i	27
Nn1c(SCC(=O)N2CCOCC2)nnc1-c1ccco1	-2%	10
COc1ccc(C(=O)Nc2nnc(SCC(=O)Nc3ccc(NC(C)=O)cc3)s2)c(OC)c1	17%	·
O=C(Nc1ccc2nc3n(c(=O)c2c1)CCCC3)c1ccccc1F	?	·
CN(C)c1ccc(/C=N/NC(=O)c2ccnn2C)cc1	i	-11
CC(CC(=O)Nc1ccc(F)c([N+](=O)[O-])c1)c1ccccc1 (stereo unspecified)	?	·
O=C(CCC1CCCN(C(=O)C2=CCCCC2)C1)N1CCN(c2ccccn2)CC1 (stereo unspecified)	-6%	0
COCCn1nnnc1C(c1ccc(OC)c(OC)c1)N1CCN(C(=O)c2ccco2)CC1 (stereo unspecified)	1%	2

5 compounds from above, ordered by number of heavy atoms, descending:
SMILES	Lipid storage S3	Lipid storage S3 cell count max
COCCn1nnnc1C(c1ccc(OC)c(OC)c1)N1CCN(C(=O)c2ccco2)CC1 (stereo unspecified)	1%	2
O=C(Nc1ccc2nc3n(c(=O)c2c1)CCCC3)c1ccccc1F	?	·
CC(CC(=O)Nc1ccc(F)c([N+](=O)[O-])c1)c1ccccc1 (stereo unspecified)	?	·
Nn1c(SCC(=O)N2CCOCC2)nnc1-c1ccco1	-2%	10
CN(C)c1ccc(/C=N/NC(=O)c2ccnn2C)cc1	i	-11

Two entries from above in a different format.
mol,Lipid storage S3,Lipid storage S3 cell count max
O=C(CSc1nnc2ccc(-c3ccc(F)cc3)nn12)N1CCCC1,?,·
CCCC(=O)Nc1ccc(-c2nc3cc(C)c(C)cc3o2)c(O)c1,i,27

(cont.)
SMILES	Lipid storage S3	Lipid storage S3 cell count max
Cc1ccc(C)c(N2CCN(S(=O)(=O)c3c(C)[nH]c(C)c3C(=O)N3CCCC3)CC2)c1	?	·
COC(=O)c1c(NC(=O)c2ccco2)sc(C(=O)Nc2ccc(F)cc2)c1C	?	·
CC1CCCN(C(=O)CSc2nnc(-c3ccncc3)n2C)C1 (stereo unspecified)	16%	·
CC12Cc3ccc4ccccc4c3C=C1C[N+](C)(C)C2 (stereo unspecified)	?	·
Cn1c(SCC(=O)NC2CCCCC2)nnc1-c1ccc(N)cc1	16%	8
COc1ccc(C2C(C(C)=O)=C(O)C(=O)N2c2nc3ccccc3s2)cc1OC (stereo unspecified)	7%	1
N#Cc1cc(C(=O)c2cc(F)ccc2O)cn(-c2nccs2)c1=O	?	·
COC(=O)[C@]1(C)N[C@H](c2ccc(-c3ccc(F)cc3)cc2)[C@@H]2C(=O)N(C)C(=O)[C@@H]21	?	·
O=C(NCCc1c[nH]c2ccccc12)C(=O)NCC(c1cccnc1)N1CCN(c2ccccc2)CC1 (stereo unspecified)	?	·
CCn1c(SCC(=O)c2c(N)n(C)c(=O)n(C)c2=O)nc2sc(C)c(C)c2c1=O	?	·
O=C(CSc1nc(-c2ccccc2)ns1)NCC1CCCO1 (stereo unspecified)	4%	8
Cc1nn(Cc2ccc(F)cc2)c(C)c1NC(=O)c1cccnc1Cl	6%	-19
CCCCn1c(CCC)nc([N+](=O)[O-])c1Sc1ccc(Cl)cn1	?	·
CCC(Oc1ccccc1)C(=O)N1CCN(C(=O)C(CC)Oc2ccccc2)CC1 (stereo unspecified)	?	·
Cc1ccc(Sc2c(O)c3ccccc3n(C)c2=O)cc1	?	·
O=C(NCCCN1CCOCC1)C1(c2ccccc2)CCOCC1	3.7µM*	2.3*
CCOC(=O)c1c(NC(=O)C2C3CCC(O3)C2C(=O)O)sc(C)c1-c1ccc(F)cc1 (stereo unspecified)	-4%	-10
COc1ccc(C(=O)NC(=S)NNC(=O)CNC(=O)C2CCCCC2)cc1	?	·
S=C1Nc2ccccc2Sc2ccc(Cl)cc21	?	·
CCOC(=O)/C(C#N)=C/c1c(N2CCN(C)CC2)nc2ccccn2c1=O	11%	29
COc1ccc(OC)c(Nc2nc(N)nc(CCl)n2)c1	3%	-1
Cc1onc(-c2c(F)cccc2Cl)c1C(=O)NC1CC1	?	·
C/C(=N\NC(=O)Cn1nc(C)c([N+](=O)[O-])c1C)c1ccco1	4%	0
COc1ccc(Cl)cc1C(Nc1cccnc1)c1ccc2cccnc2c1O (stereo unspecified)	?	·
O=C(C1CCCC1)N1CCN(S(=O)(=O)c2ccc(Cl)cc2)CC1	?	·
CC1CCN(c2nc3c(c(=O)n(C)c(=O)n3C)n2CCSc2nc3ccccc3o2)CC1	?	·
Cc1n(CC(O)COCc2ccccc2)c2ccccc2[n+]1C (stereo unspecified)	-2%	4
COC(=O)CN1C(=O)c2cccc3cccc1c23	?	·
CC1CCN(C(=O)c2[nH]cnc2C(=O)NC2CCN(C(=O)OC(C)(C)C)CC2)CC1	?	·
O=S(=O)(c1ccc(NC(=S)NCc2ccc(F)cc2)cc1)N1CCOCC1	?	·
O=C(OCC(=O)N1CCN(C(=O)COC(=O)c2ccncc2)CC1)c1ccncc1	?	·
CN1CCN(C(=O)c2cc(=O)c3cc(Cl)cc(Cl)c3o2)CC1	?	·
O=c1oc2ccc(F)cc2c2c1C1O[C@](c3ccsc3)(Cc3c1ccc1ccccc31)O2	18%[9.22 µM]	3
Cc1cc(C)n(-c2ccc(C(=O)OCC(=O)NCc3ccc(Cl)cc3)cc2)n1	-2%	1
CC(O)(CS(=O)(=O)Cc1ccccc1)c1ccc(Cl)cc1 (stereo unspecified)	6%	14
Cc1csc(SCC(=O)NCc2cccs2)n1	17%	1
Cc1cc(C)c2c(n1)sc1c(=O)n(Cc3ccccc3Cl)nnc12	?	·
Cc1ccc(NC(=O)COC(=O)C2CSC3(C)CCC(=O)N23)cc1S(=O)(=O)N1CCOCC1 (stereo unspecified)	?	·
Cc1noc(C)c1-c1nc(CSc2ccccc2)no1	?	·
CCN(CC(=O)Nc1ccc(NC(C)=O)cc1)C(=O)CCN1C(=O)c2cccc([N+](=O)[O-])c2C1=O	-24%	8
COC(=O)c1cc(-c2ccccc2)n(CC(=O)O)c1C	i	4
COC(=O)c1ccc2c(=O)[nH]c(CN3c4ccccc4CC3C)nc2c1 (stereo unspecified)	?	·
CC(C)N(CC#CCC1(O)c2ccccc2-c2ccccc21)CCO	?	·
CCN1C(c2ccccc2)C(C)C(=O)C(C)C1c1ccccc1 (stereo unspecified)	?	·
CCN1CNC(=S)N(C(C)c2ccccc2)C1 (stereo unspecified)	-3%	·
O=C(Cn1c(CO)nc2ccccc21)NCCc1ccccc1	-16%	7
Cc1ccc(C(=O)N2CCN(c3cccc(Cl)c3)CC2)cc1C	i	1
O=C1C2=C(SCCS2)C(=O)N1CCCO	-8%	1
COc1ccc(-c2nc3c(c4nnc(SC(C)C(=O)Nc5ccc(C)cc5)n24)COC(C)(C)C3)cc1 (stereo unspecified)	?	·
CC1CCN(CCCNC(=O)c2cc3c(Cl)nc4ccccc4c3s2)CC1	-11%	·

(more compounds)
SMILES	Lipid storage S3	Lipid storage S3 cell count max
Cc1cc(OCC(=O)N2CCC(C(=O)O)CC2)c2c(C)c(C)c(=O)oc2c1	13%	10
COc1ccc(NC(=O)CNS(=O)(=O)c2cccs2)cc1	i	·
Cc1cccc(-n2ccnc2SCC(=O)Nc2cc(C)on2)c1	?	·
Cc1ccc(C(=O)COC(=O)c2cccc(NC(=O)c3ccc([N+](=O)[O-])cc3[N+](=O)[O-])c2)cc1	10%	-11
O=c1c(O[C@@H]2O[C@H](CO)[C@@H](O)[C@H](O)[C@H]2O)c(-c2ccc(O)c(O)c2)oc2cc(O)cc(O)c12	4%	·
COc1ccc(NC(=O)COC(=O)CC23CC4CC(CC(C4)C2)C3)c([N+](=O)[O-])c1	?	·
N#CC1=C(N)NC(SCC(=O)Nc2ccccc2)=C(C#N)C12CCCCC2	?	·
COc1ccc(CNC(=O)C(=O)c2cn(CC(=O)N3CCOCC3)c3ccccc23)cc1	?	·
Nc1nc(NC(=O)c2cccc(S(=O)(=O)N3CCCCCC3)c2)nc(-c2ccccc2)n1	?	·
COc1ccccc1NS(=O)(=O)c1cccc(C(=O)N2CCN(Cc3ccc4c(c3)OCO4)CC2)c1	?	·
Cc1csc2ncnc(NNC(=O)c3ccc(Cl)cc3)c12	?	·
COc1ccccc1OCCC(=O)N1CCN(c2ccccc2OC)CC1	28%	·
C/C(=N/NC(N)=S)c1ccc(Br)s1	0%	-6
CC(=O)Nc1ccc(NC(=O)C(C)Sc2n[nH]c(=O)n2Cc2ccccc2)cc1 (stereo unspecified)	-9%	4
N#CC1(NC(=O)CSc2nnc(Cc3ccccc3)o2)CCCCC1	?	·
Cc1cccc(N2CC(C(=O)Nc3nnc(SCCN4CCOCC4)s3)CC2=O)c1 (stereo unspecified)	-19%	4
CCOC(=O)c1csc(N)n1	?	·
O=C(Nc1cc2c(cc1Cl)OCCCO2)c1ccccc1	?	·
COc1cc(Cl)c(NS(=O)(=O)c2cc3[nH]c(=O)c(=O)[nH]c3cc2C)c(OC)c1	14%	-6
COc1ccc(N2CCN(c3ncnc4nc[nH]c34)CC2)cc1	0%	-3
CCOc1ccc(NC(=O)CSc2nnc(-c3ccco3)n2C)cc1	?	·
Cc1cccc(C)c1OCc1cc(C(=O)NC2CCC(O)CC2)no1 (stereo unspecified)	?	·
CC(C)Cc1cc(C(=O)N2CCN(C(c3ccccc3)c3ccccc3)CC2)no1	10%[9.22 µM]	15
CCOCCCNCc1c(Cl)cccc1Cl	1%	6
COc1ccc(-n2c(C)nc3cc(C(=O)NCc4ccco4)ccc32)cc1	?	·
COC(=O)CCN(C(=O)c1cccc([N+](=O)[O-])c1)c1ccccn1	?	·
Cc1ccc(S(=O)(=O)n2ccc(=O)[nH]2)cc1	-1%	15
Cc1ccc(S(=O)(=O)/C(=C\N(C)C)c2cnc(Cl)s2)cc1	-6%	9
CCN(C1CCCCC1)S(=O)(=O)c1cn(C)c(=O)n(C)c1=O	?	·
COc1ccc(CN2CN(c3ccc(Cl)cc3)C(=O)N(n3cnnc3)C2)cc1	9%	4
CCc1cc2c(SCC(=O)C(C#N)=C3N(C)c4ccccc4N3C)ncnc2s1	?	·
O=C(CN1CCC(NC(=O)Nc2ccccc2)CC1)Nc1cccc([N+](=O)[O-])c1	?	·
O=C(CCC(=O)OCC(=O)c1ccc(Br)cc1)NC1CCCCC1	?	·
O=C(CSc1nnc(NC(=O)Cc2ccc(F)cc2)s1)NCc1ccco1	?	·
O=C(CC(c1ccccc1)c1ccco1)N1CCOCC1 (stereo unspecified)	-5%	2
O=c1cc(O)c2ccccc2n1Cc1ccccc1	4%	-2
COc1ccc(NC(=O)/C(C#N)=C\c2ccc(-c3cccc(C(=O)O)c3C)o2)cc1	?	·
CC(NC(=O)c1ccc2c(c1)OCO2)C1CCCO1 (stereo unspecified)	-7%	1
C/C=C/c1ccc(OCC(=O)Nc2ccc(C(N)=O)cc2)c(OC)c1	?	·
CC(C(=O)Nc1ccccc1C#N)N1C(=O)NC2(CCCCCC2)C1=O (stereo unspecified)	?	·
COc1ccccc1OCc1nc2ccccc2n1C	?	·
CCOC(=O)c1[nH]c2ccccc2c1NC(=O)c1ccco1	i	·
C[C@@H]1C(=O)O[C@H]2[C@H](O)[C@@]34[C@H]5C[C@@H](C(C)(C)C)[C@]36[C@@H](OC(=O)[C@@H]6O)O[C@@]4(C(=O)O5)[C@@]12O	?	·
CC(C)CC(C(=O)NC(=O)NCc1ccccc1)N1C(=O)c2ccccc2C1=O (stereo unspecified)	?	·
